Screens from PubChem BioAssay.
PI5P4Ka inh = qHTS for Inhibitors of phosphatidylinositol 5-phosphate 4-kinase (PI5P4K); Phosphatidylinositol 5-phosphate 4-kinase type-2 alpha (Homo sapiens), P48426; PI5P4Kalpha enzyme, ADP-Glo luminescence, 60 min; stronger effect = lower value; max response, %; 330,000 tested, 1.2% active; active = max response of -50% or lower; inconclusive = between -30% and -50%; inactive = -30% or higher; also: value at the top dose of about 77 µM; % is scaled to controls: 0 for no effect and ±100 for the full control effect
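Luminescence from ADP-Glo served as readout of PI5P4Kalpha activity in a qHTS format. Reaction: enzyme, substrate, compound, ATP at 5 microM final, 60 min at RT.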
WRN helicase inh = qHTS for Inhibitors of WRN Helicase; Bifunctional 3'-5' exonuclease/ATP-dependent helicase WRN (Homo sapiens), Q14191; WRN helicase unwinding, fluorescent forked duplex, kinetic; Potency, µM (highest dose often 114 µM), inactives show top-dose activity change, negative = inhibition, actives largely listed as inhibitors; 360,000 tested, 0.46% active; AID 651768, 2012; also: potency is read from the fitted curve at half-maximal effect; % is scaled to controls: 0 for no effect and ±100 for the full control effect; nearly all actives have a fitted effect of over 55% in size
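Screening of the MLSMR collection measured strand separation of a quenched forked DNA duplex (100 nM) by 20 nM WRN with 2 mM ATP, all final. Compounds were preincubated with enzyme 15 min at room temperature.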
EPAC1 ag = qHTS for Agonist of cAMP-regulated guanine nucleotide exchange factor 3 (EPAC1): primary screen; Rap guanine nucleotide exchange factor 3 (Homo sapiens), O95398; EPAC1 agonist qHTS, biochemical assay; response scale: 100% = response to 6.5 mM cAMP; Potency, µM (highest dose often 154 µM), without a hit: top-dose activation, actives largely listed as activators; 360,000 tested, 0.073% active; also: potency is read from the fitted curve at half-maximal effect; nearly all actives have a fitted effect of over 60% in size
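Read-out is the fluorescence drop as BODIPY-GDP leaves Rap1B (480 nm excitation, 540 nm emission), recorded every 5 minutes over 30 minutes. Reactions held 100 nM EPAC1, 250 nM Rap1B–BODIPY-GDP and 50 uM GDP, with 6.5 mM cAMP setting full activation.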
PLK1 PBD inh = qHTS for Inhibitors of PLK1-PDB (polo-like kinase 1 - polo-box domain): Primary Screen; Plk1 PBD binding of FITC phosphopeptide, fluorescence polarization; Potency, µM, for inactives: max response, negative = inhibition, hits mostly inhibitors; 360,000 tested, 2.8% active; AID 720504, 2013; also: potency is read from the fitted curve at half-maximal effect; series mostly up to about 57 µM; % is scaled to controls: 0 for no effect and ±100 for the full control effect; nearly all actives have a fitted effect of over 65% in size
EPAC1 antag = qHTS for Antagonist of cAMP-regulated guanine nucleotide exchange factor 3 (EPAC1): primary screen; Rap guanine nucleotide exchange factor 3 (Homo sapiens), O95398; EPAC1 GEF assay, Rap1b-BODIPY-GDP exchange fluorescence; Potency, µM (top dose mostly 115 µM), inactives show at the top dose activity change, negative = inhibition, hits mostly inhibitors; 360,000 tested, 0.14% active; AID 720709, 2013;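 also: potency is read from the fitted curve at half-maximal effect; plate controls were vehicle for no effect and positive control for full effect; nearly all actives have a fitted effect of over 50% in size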
IL-2 act = qHTS of IL-2 Activators; IL-2 activation reporter assay, cell-based qHTS; stimulated with anti-CD3/CD4/CD28 beads; in transgenic mouse T cells; activation, % (series mostly up to about 46 µM); 360,000 tested, 0.065% active; in the data active = activation above about 50%; inconclusive = mostly about 30% to 49%; also: 0% is about no effect
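Screening format: compound pinned onto unstimulated transgenic mouse T cells, 60 min incubation, then anti-CD3/anti-CD4/anti-CD28 bead stimulation for 18 hours at 37 degrees C, followed by EGFP and DsRed detection.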
EPAC2 ag = qHTS for Agonist of cAMP-regulated guanine nucleotide exchange factor 4 (EPAC2): primary screen; 360,000 tested, 0.079% active; Rap guanine nucleotide exchange factor 4 (Homo sapiens), Q8WZA2; Potency, µM (top dose mostly 154 µM), inactives show top-dose activation, usual class: activators; EPAC2 activation, biochemical qHTS; response scale: 100% = 6.5 mM cAMP response; also: potency is read from the fitted curve at half-maximal effect; nearly all actives have a fitted effect of over 50% in size
Target sequence (Q8WZA2 whole entry, looked up): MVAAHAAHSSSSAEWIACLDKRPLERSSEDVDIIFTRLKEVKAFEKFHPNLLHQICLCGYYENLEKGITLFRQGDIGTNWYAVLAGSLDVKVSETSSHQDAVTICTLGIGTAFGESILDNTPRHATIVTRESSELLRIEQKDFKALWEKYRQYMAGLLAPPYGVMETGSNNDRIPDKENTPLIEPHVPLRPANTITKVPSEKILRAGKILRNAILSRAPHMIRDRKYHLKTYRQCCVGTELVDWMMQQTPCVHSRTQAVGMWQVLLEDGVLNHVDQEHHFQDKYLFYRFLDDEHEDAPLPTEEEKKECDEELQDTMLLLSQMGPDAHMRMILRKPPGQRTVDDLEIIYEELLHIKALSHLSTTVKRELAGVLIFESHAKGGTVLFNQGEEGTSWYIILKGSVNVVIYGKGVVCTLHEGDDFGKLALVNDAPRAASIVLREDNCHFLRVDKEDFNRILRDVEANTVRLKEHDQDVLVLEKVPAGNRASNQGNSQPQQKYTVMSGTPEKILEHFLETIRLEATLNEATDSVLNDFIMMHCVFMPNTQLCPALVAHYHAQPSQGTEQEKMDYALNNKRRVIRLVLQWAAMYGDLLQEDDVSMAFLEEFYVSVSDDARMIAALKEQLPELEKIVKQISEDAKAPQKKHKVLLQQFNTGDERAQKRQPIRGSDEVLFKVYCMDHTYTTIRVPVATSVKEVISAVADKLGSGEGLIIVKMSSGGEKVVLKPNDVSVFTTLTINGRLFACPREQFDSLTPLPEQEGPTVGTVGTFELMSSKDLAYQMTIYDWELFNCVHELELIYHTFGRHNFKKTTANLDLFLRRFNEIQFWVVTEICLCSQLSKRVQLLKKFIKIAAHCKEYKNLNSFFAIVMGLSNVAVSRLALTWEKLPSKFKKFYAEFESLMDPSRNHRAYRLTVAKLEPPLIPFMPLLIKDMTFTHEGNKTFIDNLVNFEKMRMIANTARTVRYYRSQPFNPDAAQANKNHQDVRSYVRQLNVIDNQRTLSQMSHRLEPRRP
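Compounds were titrated in qHTS against a Rap1B-BODIPY-GDP (250 nM) complex with EPAC2 (100 nM) and GDP (50 uM). BODIPY-GDP release tracked at 480/540 nm over 30 min at room temperature, normalized to 6.5 mM cAMP.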
CCT modulator = High-Throughput Screening for Modulators of Cytosolic Chaperonin Activity. activity change, % (concentration not given with the values), hits read low. 360,000 tested, 0.3% active. purified chaperonin ATPase assay, HTRF ADP detection, 30 min. AID 651819, 2012; in the data active = activity change below about -30%; also: % is scaled to controls: 0 for no effect and ±100 for the full control effect
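TRiC (40 or 20 nM final, by batch activity) in 30 mM Tris pH 7.4, 100 mM KCl, 5 mM MgCl2, 1 mM DTT was treated with compound at 76 uM single dose, then 10 uM ATP, 30 min at 37 °C. ADP was read by HTRF Transcreener.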
An asterisk follows results filed as active. Unless noted, calls follow the shape of the dose curve; as a rule, active = well fitted curve in the direction sought with a large enough effect; inconclusive = small, poorly fitted or top-dose-only effect, or another doubt; inactive = no such curve, though single readings can be large; an effect the other way counts as inactive or inconclusive.

How did CCOC(=O)N1CCN(Cc2ccc3ccccc3c2)CC1 do in these assays?
PI5P4Ka inh: 0; WRN helicase inh: 11%; EPAC1 ag: 3%; PLK1 PBD inh: -6%; EPAC1 antag: -10%; IL-2 act: 0.1; EPAC2 ag: 4%; CCT modulator: -1.8

How did CC(=O)C1=C(C)NC(=O)CC1c1ccc(Br)cc1 (centres undefined) do in these assays?
PI5P4Ka inh: 1; WRN helicase inh: 7%; EPAC1 ag: 7%; PLK1 PBD inh: -11%; EPAC1 antag: -4%; IL-2 act: -0.3; EPAC2 ag: 4%; CCT modulator: -3.2

What do the screens show for `Cc1cc(NC(=O)CSc2c[nH]c3ccccc23)no1`?
PI5P4Ka inh: -4; WRN helicase inh: -3%; EPAC1 ag: -11%; PLK1 PBD inh: -12%; EPAC1 antag: -14%; IL-2 act: -3.0; EPAC2 ag: -3%; CCT modulator: -0.7

How did Cc1ccccc1Oc1nc2c(c(=O)n(C)c(=O)n2C)n1C do in these assays?
PI5P4Ka inh: -6; WRN helicase inh: -2%; EPAC1 ag: 1%; PLK1 PBD inh: 2%; EPAC1 antag: 0%; IL-2 act: -3.0; EPAC2 ag: 6%; CCT modulator: -2.1

What do the screens show for `COc1ccc(NC(=O)CN(C)S(=O)(=O)c2cccc3nsnc23)cc1`?
PI5P4Ka inh: 1; WRN helicase inh: 6%; EPAC1 ag: 0%; PLK1 PBD inh: 5%; EPAC1 antag: -11%; IL-2 act: 0.3; EPAC2 ag: 3%; CCT modulator: -0.3

What do the screens show for `CCOC(=O)c1c[nH]n2c(=O)cc(C)nc12`?
PI5P4Ka inh: 2; WRN helicase inh: 1%; EPAC1 ag: 1%; PLK1 PBD inh: -3%; EPAC1 antag: -12%; IL-2 act: -2.1; EPAC2 ag: 4%; CCT modulator: -1.9

How did COc1ccc(C)cc1NC(=O)Nc1ccccc1SC do in these assays?
PI5P4Ka inh: -8; WRN helicase inh: 1%; EPAC1 ag: -9%; PLK1 PBD inh: -26%; EPAC1 antag: -20%; IL-2 act: -3.6; EPAC2 ag: 9%; CCT modulator: -1.2

Results for CSc1cccc(CN2CCN(Cc3ccc(F)c(F)c3)C(CCO)C2)c1 (centres undefined) ?
PI5P4Ka inh: 4; WRN helicase inh: -2%; EPAC1 ag: 0%; PLK1 PBD inh: -9%; EPAC1 antag: -20%; IL-2 act: -2.6; EPAC2 ag: -3%; CCT modulator: -1.3

How did O=C(CSCc1ccc(Cl)cc1)Nc1cc([N+](=O)[O-])ccc1O do in these assays?
PI5P4Ka inh: 0; WRN helicase inh: 2%; EPAC1 ag: -8%; PLK1 PBD inh: -16%; EPAC1 antag: -23%; IL-2 act: -0.6; EPAC2 ag: 2%; CCT modulator: -1.9

Results for O=C(NC1CCN(Cc2ccccc2)CC1)c1c(Cl)cccc1Cl ?
PI5P4Ka inh: 2; WRN helicase inh: 4%; EPAC1 ag: 9%; PLK1 PBD inh: 4%; EPAC1 antag: 12%; IL-2 act: -0.4; EPAC2 ag: 8%; CCT modulator: 2.4

How did Cc1cc(C)n2nc(N)c(N=Nc3ccc(Cl)cc3)c2n1 do in these assays?
PI5P4Ka inh: 1; WRN helicase inh: 9%; EPAC1 ag: 0%; PLK1 PBD inh: -5%; EPAC1 antag: 16%; IL-2 act: 2.1; EPAC2 ag: -7%; CCT modulator: -3.3

How did COc1ccc([C@H]2C[C@@H](O)[C@H](n3cc(C4CC4)nn3)CN2CC2CCCCC2)cc1 do in these assays?
PI5P4Ka inh: 0; WRN helicase inh: -4%; EPAC1 ag: -9%; PLK1 PBD inh: -13%; EPAC1 antag: -9%; IL-2 act: -2.0; EPAC2 ag: 19%; CCT modulator: -1.4

How did COc1ccc(S(=O)(=O)N2CCCC(C(=O)NCc3ccccn3)C2)cc1 (centres undefined) do in these assays?
PI5P4Ka inh: -4; WRN helicase inh: -12%; EPAC1 ag: -4%; PLK1 PBD inh: 1%; EPAC1 antag: -7%; IL-2 act: -1.8; EPAC2 ag: 5%; CCT modulator: -1.3

What do the screens show for `CC(=NNC(=S)N1CCN(C2CCCCCC2)CC1)c1ccccn1`?
PI5P4Ka inh: -11; WRN helicase inh: 1%; EPAC1 ag: -5%; PLK1 PBD inh: 1%; EPAC1 antag: 3%; IL-2 act: -2.6; EPAC2 ag: 7%; CCT modulator: 0.4

How did O=C(OCCOc1cccc(Cl)c1)c1ccc(F)c(S(=O)(=O)N2CCOCC2)c1 do in these assays?
PI5P4Ka inh: 0; WRN helicase inh: 2%; EPAC1 ag: -5%; PLK1 PBD inh: 5%; EPAC1 antag: -10%; IL-2 act: -0.1; EPAC2 ag: 2%; CCT modulator: -0.1

Results for Cc1cc(Br)ccc1NC(=O)CN(C)C(=O)c1cccc(S(=O)(=O)N2CCN(C)CC2)c1 ?
PI5P4Ka inh: 2; WRN helicase inh: 3%; EPAC1 ag: 2%; PLK1 PBD inh: -11%; EPAC1 antag: -2%; IL-2 act: 0.4; EPAC2 ag: 9%; CCT modulator: -0.7

What do the screens show for `O=C(Nc1ccc(N2CCOCC2)cc1)c1cnsn1`?
PI5P4Ka inh: -6; WRN helicase inh: -9%; EPAC1 ag: 9%; PLK1 PBD inh: -13%; EPAC1 antag: -1%; IL-2 act: -1.9; EPAC2 ag: 6%; CCT modulator: 0.0

Results for COC(=O)C1CCN(S(=O)(=O)c2cc3c4c(c2)CCN4C(=O)CC3)CC1 ?
PI5P4Ka inh: 6; WRN helicase inh: 0%; EPAC1 ag: 6%; PLK1 PBD inh: -1%; EPAC1 antag: 3%; IL-2 act: -0.5; EPAC2 ag: -1%; CCT modulator: 2.7

What do the screens show for `CC1(C(=O)O)CCC(C(=O)Nc2ccc(S(N)(=O)=O)cc2)C1(C)C` (centres undefined)?
PI5P4Ka inh: -1; WRN helicase inh: 4%; EPAC1 ag: -3%; PLK1 PBD inh: -3%; EPAC1 antag: 14%; IL-2 act: 0.8; EPAC2 ag: 4%; CCT modulator: -1.5

What do the screens show for `CCCCOc1ccc(-c2csc(N)n2)cc1[N+](=O)[O-]`?
PI5P4Ka inh: 4; WRN helicase inh: -17%; EPAC1 ag: 3%; PLK1 PBD inh: 0%; EPAC1 antag: -6%; IL-2 act: -0.5; EPAC2 ag: 3%; CCT modulator: 0.1

How did COC(=O)C1Cc2ccccc2CN1S(=O)(=O)c1ccc(C)cc1 (centres undefined) do in these assays?
PI5P4Ka inh: 1; WRN helicase inh: 5%; EPAC1 ag: 4%; PLK1 PBD inh: 2%; EPAC1 antag: 2%; IL-2 act: 0.1; EPAC2 ag: 7%; CCT modulator: 0.4

What do the screens show for `Cc1ccc(SCCC(=O)OCC(=O)NCC2CCCCC2)cc1`?
PI5P4Ka inh: 0; WRN helicase inh: -8%; EPAC1 ag: -4%; PLK1 PBD inh: inconclusive; EPAC1 antag: inconclusive; IL-2 act: 1.8; EPAC2 ag: 1%; CCT modulator: -0.1

How did CCOC(=O)c1ccc(NC(=S)N2CCN(CCN=CC3=C(O)CC(C)(C)CC3=O)CC2)cc1 do in these assays?
PI5P4Ka inh: -5; WRN helicase inh: 2%; EPAC1 ag: 3%; PLK1 PBD inh: -13%; EPAC1 antag: -5%; IL-2 act: -1.1; EPAC2 ag: 6%; CCT modulator: -2.9

What do the screens show for `CC(=O)c1c(COC(=O)c2ccc(F)cc2)nc2ccccc2[n+]1[O-]`?
PI5P4Ka inh: -3; WRN helicase inh: 0%; EPAC1 ag: 3%; PLK1 PBD inh: 2%; EPAC1 antag: 11%; IL-2 act: 1.1; EPAC2 ag: 4%; CCT modulator: -2.3

Results for O=C(COC(=O)c1ccc[nH]c1=O)NC1CCCCC1 ?
PI5P4Ka inh: 7; WRN helicase inh: -3%; EPAC1 ag: -3%; PLK1 PBD inh: 1%; EPAC1 antag: 8%; IL-2 act: -2.0; EPAC2 ag: -4%; CCT modulator: 1.1

How did Cc1ccc(-c2cc(C(=O)O)n(-c3ccc(S(N)(=O)=O)cc3)n2)cc1 do in these assays?
PI5P4Ka inh: -5; WRN helicase inh: 7%; EPAC1 ag: 6%; PLK1 PBD inh: 8%; EPAC1 antag: 11%; IL-2 act: 0.4; EPAC2 ag: -5%; CCT modulator: -2.0

What do the screens show for `C/C(=C\c1ccc2c(c1)OCO2)C1Nc2cccc3cccc(c23)N1`?
EPAC1 ag: 4%; EPAC1 antag: -10%; IL-2 act: -0.4; EPAC2 ag: 0%

Results for COc1ccccc1C/C(N)=N/OC(=O)COc1ccc(C)cc1C ?
WRN helicase inh: -10%; EPAC1 ag: 8%; PLK1 PBD inh: -5%; EPAC1 antag: -4%; IL-2 act: -2.6; EPAC2 ag: 7%; CCT modulator: -0.8

What do the screens show for `Cc1ccc(C#N)c(SCc2ccccc2[N+](=O)[O-])n1`?
PI5P4Ka inh: 15; WRN helicase inh: -12%; EPAC1 ag: 7%; PLK1 PBD inh: -21%; EPAC1 antag: -3%; IL-2 act: -0.2; EPAC2 ag: 6%; CCT modulator: 0.3

What do the screens show for `CC(C)NC(=O)Nc1ccc2c(c1)CC(=O)N([C@@H](C)CO)C[C@H](C)[C@@H](CN(C)C(=O)NC1CCCCC1)O2`?
PI5P4Ka inh: -1; WRN helicase inh: -4%; EPAC1 ag: 6%; PLK1 PBD inh: -15%; EPAC1 antag: -9%; IL-2 act: -0.4; EPAC2 ag: -10%; CCT modulator: -0.4

Only part of the results is shown; the hit share may differ from the screen's.
